HCV NS3 hel inh = blocks Hepatitis C virus NS3 helicase unwinding | NS3 helicase DNA unwinding, Cy5 molecular beacon fluorescence | inhibition, % at 10.9 µM | 290,000 tested, 0.56% active;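 active = inhibition above the mean of all tested compounds plus 3 SD, set per campaign, cut at about 35% in these data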;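 also: 0% = DMSO wells and 100% = thioflavine S control wells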
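Compound dosing – single dose, 10.9 µM nominal final, DMSO 0.8% final · System – NS3 helicase fragment of HCV · Buffer or medium – MOPS pH 6.5, MgCl2, DTT, Tween20, BSA · Signal – Cy5 beacon fluorescence read at start and 1 h · Also added – annealed dual-labelled DNA beacon duplex, ATP-started · Schedule – 1 h at 25 °C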
VIM-2 inhibitor = inhibitors of Pseudomonas aeruginosa VIM-2 metallo-beta-lactamase | purified VIM-2, nitrocefin hydrolysis, epi-absorbance fluorescence | inhibition, % at 5.6 µM | 290,000 tested, 0.89% active;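 active = inhibition above the mean of all tested compounds plus 3 SD, cutoff set per screening run, cut at about 7.5% in these data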;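 also: red hydrolysis product quenches plate fluorescence so inhibitors raise well fluorescence; 0% = enzyme with DMSO and 100% = DMSO without enzyme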
DNA FID counter = counter-screen for HCV NS3 helicase inhibitors: DNA intercalator displacement. DNA fluorescent intercalator displacement, fluorescence. inhibition, % at 7.9 µM. 290,000 tested, 0.17% active; in the data active = inhibition above about 37%;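 also: 0% = vehicle and 100% = reference compound; higher means more ethidium bromide displaced from hairpin DNA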
MEKK3 PB1 HTS = MEKK3-MEK5 PB1 interaction, increase or decrease. Q99759. bead-based flow cytometry, Alexa488-MEK5 binding to MEKK3; actives lie on both sides; 0 = blocked by unlabeled MEK5, 100 = vehicle. binding response (% of control), % at 10 µM. 290,000 tested, 1.4% active;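 active = binding response more than 3 SD above or below the average of its plate-row segment, actives on both sides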;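 also: Alexa488 bead fluorescence after subtracting the streptavidin-only scavenger bead signal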
IDE act = boosts human insulin-degrading enzyme activity in HEK cells; FAbeta-B cleavage, fluorescence polarization; 0% vehicle, 100% cell-free pure enzyme wells; AID 493087; activation, % at 5.96 µM; 340,000 tested, 0.073% active;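 active = activation above the mean of all tested compounds plus 3 SD, set per screening campaign, cut at about 17% in these data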
UBC9 SUMO inh = blocks human SUMOylation mediated by UBC9; P63279; AID 2006; inhibition, % at 35 µM; HTRF SUMOylation assay, SAE1/SAE2 + UBC9, in vitro; 290,000 tested, 0.36% active; in the data active = inhibition above about 50%, passing the limit was not always enough; also: strong numbers were not always called active
pCIP destab = compounds decreasing mouse p/CIP protein stability; Q05BA5; F442A p/CIP-EGFP cells, EGFP fluorescence, 16 h; decrease of EGFP signal, % at 10 µM; 290,000 tested, 0.01% active; AID 1984;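 active = EGFP signal decrease of at least 30% at 10 µM or well 3 SD below plate mean, unless failing retest; inactive = the rest, including hits failing retest or dose response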; also: some compounds called inactive have numbers as strong as hits; many of its hits are not listed in these tables
Target sequence (Q05BA5 1-1403): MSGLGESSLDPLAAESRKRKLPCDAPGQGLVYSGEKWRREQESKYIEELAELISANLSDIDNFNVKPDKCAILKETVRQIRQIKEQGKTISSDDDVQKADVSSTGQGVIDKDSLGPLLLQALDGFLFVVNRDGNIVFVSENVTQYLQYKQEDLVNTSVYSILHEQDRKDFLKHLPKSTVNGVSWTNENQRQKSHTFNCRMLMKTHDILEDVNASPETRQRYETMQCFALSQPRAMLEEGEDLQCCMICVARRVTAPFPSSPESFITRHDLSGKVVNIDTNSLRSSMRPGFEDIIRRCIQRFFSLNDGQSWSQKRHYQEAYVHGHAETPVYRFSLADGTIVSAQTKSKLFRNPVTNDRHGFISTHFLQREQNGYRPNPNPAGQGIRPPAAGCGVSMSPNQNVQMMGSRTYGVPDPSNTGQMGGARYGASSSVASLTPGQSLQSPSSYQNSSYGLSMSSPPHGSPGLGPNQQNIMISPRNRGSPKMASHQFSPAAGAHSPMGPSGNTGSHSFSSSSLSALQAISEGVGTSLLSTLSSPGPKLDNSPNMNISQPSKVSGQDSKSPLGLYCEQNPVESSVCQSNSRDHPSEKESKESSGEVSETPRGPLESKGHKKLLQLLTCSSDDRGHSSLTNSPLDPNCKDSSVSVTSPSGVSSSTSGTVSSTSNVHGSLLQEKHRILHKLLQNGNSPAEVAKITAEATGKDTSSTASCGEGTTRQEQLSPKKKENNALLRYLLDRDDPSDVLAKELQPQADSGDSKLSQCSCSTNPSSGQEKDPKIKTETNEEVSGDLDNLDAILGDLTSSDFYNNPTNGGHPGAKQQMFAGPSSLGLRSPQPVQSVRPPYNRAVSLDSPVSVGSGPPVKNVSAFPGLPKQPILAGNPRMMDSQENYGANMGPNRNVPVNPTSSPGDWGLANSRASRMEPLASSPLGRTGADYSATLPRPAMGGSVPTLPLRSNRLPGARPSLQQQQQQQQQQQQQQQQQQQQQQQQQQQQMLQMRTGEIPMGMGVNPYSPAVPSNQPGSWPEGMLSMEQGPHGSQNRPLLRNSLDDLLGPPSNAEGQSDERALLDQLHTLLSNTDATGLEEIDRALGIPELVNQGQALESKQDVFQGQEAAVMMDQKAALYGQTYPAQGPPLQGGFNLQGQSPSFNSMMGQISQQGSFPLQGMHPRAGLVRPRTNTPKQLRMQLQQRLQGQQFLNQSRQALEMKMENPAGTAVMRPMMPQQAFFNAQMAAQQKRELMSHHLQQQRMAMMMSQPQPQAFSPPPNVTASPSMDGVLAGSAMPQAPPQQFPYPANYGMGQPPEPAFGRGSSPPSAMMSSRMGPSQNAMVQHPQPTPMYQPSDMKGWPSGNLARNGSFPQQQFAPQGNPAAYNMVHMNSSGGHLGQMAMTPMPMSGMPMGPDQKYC
IMP-1 inhibitor = blocks Pseudomonas aeruginosa IMP-1 metallo-beta-lactamase; purified IMP-1, nitrocefin hydrolysis, epi-absorbance fluorescence; inhibition, % at 5.6 µM; 290,000 tested, 0.45% active; AID 1556;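 active = inhibition above the mean plus 3 SD of all compounds in the same screening run, cut at about 4.5% in these data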;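 also: 0% = IMP-1 with DMSO and 100% = DMSO wells lacking enzyme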
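System – purified recombinant IMP-1 beta-lactamase · Input – IMP-1 dispensed at 0.2 nM · Timing – 15 min preincubation plus 25 min reaction at 25 °C · Signal – Epi-absorbance fluorescence, 480 nm excitation, 530 nm emission · Measure – percent IMP-1 inhibition derived from blank-referenced optical density · Controls – Enzyme-plus-DMSO low control, enzyme-free DMSO high control · Replication – singlicate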
PHOSPHO1 block = blocks human PHOSPHO1 phosphatase activity. Q8TCT1. recombinant PHOSPHO1, absorbance phosphatase assay. inhibition, % at 13.3 µM. 290,000 tested, 1.1% active; in the data active = inhibition above about 60%
The depositor's hits bear a star; x = not tested or not shown.

The line under a structure holds: HCV NS3 hel inh	IMP-1 inhibitor	PHOSPHO1 block	pCIP destab	IDE act	UBC9 SUMO inh	MEKK3 PB1 HTS	DNA FID counter	VIM-2 inhibitor
1	O=C(NCCCn1ccnc1)c1ccc(Br)o1
 : 0	-5.8	19	5	4	1	100	-3	-1.7
2	Clc1ccc(OCCOCCNCc2ccccc2)cc1Cl
 : -66	-0.3	8	-1	-3	0	111	24	-0.2
3	CCOC(=O)CS(=O)(=O)c1ccccc1
 : 6	-2.8	9	-4	5	16	97	-7	-1.3
4	Cc1ccc(NC(=O)CN(C)C(=O)c2nn(C)c(=O)c3ccccc23)cc1
 : -2	-0.6	-1	-1	4	-1	91	-10	-3.0
5	Cc1cc2nncn2c(Cc2ccccc2)n1
 : -16	-0.6	17	2	-1	17	113	-7	-3.8
6	CCOC(=O)C1CCN(Cc2ccc(OC)c(C)c2OC)CC1
 : -2	-2.6	-1	4	10	14	104	3	-3.2
7	O=C(CSc1nc2ccccc2s1)CSc1nc2ccccc2s1
 : 25	-1.4	60*	-2	1	15	95	-9	-3.8
8	COc1ccc(Cl)cc1NC(=O)Cn1nnc(C(=O)NCCc2ccc(OC)c(OC)c2)c1N
 : -23	-0.5	12	-17	-1	4	100	-23	-0.6
9	Cc1cccc(N(C)S(=O)(=O)c2nnc(NC(=O)c3ccco3)s2)c1
 : 7	-1.4	28	4	3	14	96	-26	-6.0
10	Cc1cc(C)c(C(=O)C2OC(=O)C(C)(C)C(=O)C2(C)C)c(C)c1 (stereo not given)
 : 0	-1.9	13	0	3	2	105	-17	-3.8
11	Cc1ccc(NC(=O)c2cccc(N3C(=O)C4C5C=CC(C5)C4C3=O)c2)cc1C (stereo not given)
 : -11	-1.0	3	-13	-2	-10	98	-31	0.3
12	CC(=O)C1=C(c2ccccc2)NC(=O)NC1c1ccc(O)c(O)c1 (stereo not given)
 : 12	-3.1	48	-26	3	18	107	-3	-0.8
13	Cc1ccc(NS(=O)(=O)c2ccc(-c3cnc(C4CC4)o3)cc2)cc1
 : -5	0.2	37	-20	2	-3	101	-27	-2.2
14	CN1CCN(C(=O)c2ccccc2NC(=O)c2cccc(Cl)c2)CC1
 : 7	-2.0	37	5	6	-11	100	-1	1.1
15	COc1ccc(N(C(=O)CNC(=O)c2ccco2)C(C(=O)NC2CCCC2)c2ccncc2)cc1 (stereo not given)
 : 7	-2.2	15	4	7	10	99	-12	-0.2
16	COC(=O)c1cc(-c2ccc(OC)c(OC)c2)on1
 : -2	-2.7	-4	-13	3	13	79	-2	-2.2
17	COc1ccc(NC(=O)/C(=C/c2cccs2)NC(=O)c2ccco2)cc1
 : 8	-2.3	11	7	6	19	101	-3	-1.7
18	CCCSc1nc(C)cc(C)c1S(=O)(=O)c1ccccc1C
 : -9	-1.3	12	-18	0	-6	x	-3	-0.9
19	CC1Cc2nc(SCC(=O)Nc3ccc4c(c3)OCO4)n(Cc3ccccc3)c(=O)c2S1 (stereo not given)
 : 3	0.9	-8	2	-4	5	97	-5	-4.6
20	COCC(C)NC(=O)CSc1nnc(-c2cccc(S(=O)(=O)N3CCCCC3)c2)o1 (stereo not given)
 : 0	-3.1	37	3	3	8	109	-17	-7.2

Numbers 11 through 20 of the list above:
The line under a structure holds: HCV NS3 hel inh	IMP-1 inhibitor	PHOSPHO1 block	pCIP destab	IDE act	UBC9 SUMO inh	MEKK3 PB1 HTS	DNA FID counter	VIM-2 inhibitor
11	Cc1ccc(NC(=O)c2cccc(N3C(=O)C4C5C=CC(C5)C4C3=O)c2)cc1C (stereo not given)
 : -11	-1.0	3	-13	-2	-10	98	-31	0.3
12	CC(=O)C1=C(c2ccccc2)NC(=O)NC1c1ccc(O)c(O)c1 (stereo not given)
 : 12	-3.1	48	-26	3	18	107	-3	-0.8
13	Cc1ccc(NS(=O)(=O)c2ccc(-c3cnc(C4CC4)o3)cc2)cc1
 : -5	0.2	37	-20	2	-3	101	-27	-2.2
14	CN1CCN(C(=O)c2ccccc2NC(=O)c2cccc(Cl)c2)CC1
 : 7	-2.0	37	5	6	-11	100	-1	1.1
15	COc1ccc(N(C(=O)CNC(=O)c2ccco2)C(C(=O)NC2CCCC2)c2ccncc2)cc1 (stereo not given)
 : 7	-2.2	15	4	7	10	99	-12	-0.2
16	COC(=O)c1cc(-c2ccc(OC)c(OC)c2)on1
 : -2	-2.7	-4	-13	3	13	79	-2	-2.2
17	COc1ccc(NC(=O)/C(=C/c2cccs2)NC(=O)c2ccco2)cc1
 : 8	-2.3	11	7	6	19	101	-3	-1.7
18	CCCSc1nc(C)cc(C)c1S(=O)(=O)c1ccccc1C
 : -9	-1.3	12	-18	0	-6	x	-3	-0.9
19	CC1Cc2nc(SCC(=O)Nc3ccc4c(c3)OCO4)n(Cc3ccccc3)c(=O)c2S1 (stereo not given)
 : 3	0.9	-8	2	-4	5	97	-5	-4.6
20	COCC(C)NC(=O)CSc1nnc(-c2cccc(S(=O)(=O)N3CCCCC3)c2)o1 (stereo not given)
 : 0	-3.1	37	3	3	8	109	-17	-7.2

Other entries
The line under a structure holds: HCV NS3 hel inh	IMP-1 inhibitor	PHOSPHO1 block	pCIP destab	IDE act	UBC9 SUMO inh	MEKK3 PB1 HTS	DNA FID counter	VIM-2 inhibitor
21	COc1cccc(-c2nnc(-c3ccc(C)o3)o2)c1
 : 10	-3.3	-4	-10	3	26	114	-4	-4.2
22	COC(=O)c1cccc(-n2c(=O)n(Cc3ccccc3)c(=O)c3[nH]cnc32)c1C
 : 1	-2.1	x	-7	1	14	106	-17	-0.3
23	CN(C)S(=O)(=O)c1ccc(C(=O)OCC(=O)Nc2ccc(OC(F)F)cc2)cc1
 : -10	-1.1	-15	-1	-1	6	100	-10	-2.1
24	O=C(CSCc1ccccc1)Nc1ccccc1C(=O)Nc1ccc(C(=O)O)cc1
 : 19	0.1	24	6	5	20	81	-34	0.9
25	CN1CCN(S(=O)(=O)c2cccc(C(=O)NCc3ccc(Cl)cc3)c2)CC1
 : -11	-5.2	17	0	2	8	107	6	-8.1
26	CCCCc1c(O)nc(SCC(=O)Nc2ccc(C)cc2)n(-c2ccc(OC)cc2)c1=O
 : -11	2.5	41	-2	0	x	108	-48	0.3
27	COc1ccc(N(CC(=O)NCc2ccccc2)S(=O)(=O)c2c(C)nn(C)c2C)cc1
 : 0	-2.9	-2	-1	7	-4	100	-15	-3.0
28	Cc1ccc(-c2noc(-c3ccccc3C(=O)NCC3CCCO3)n2)cc1 (stereo not given)
 : 1	1.1	7	-12	2	1	106	-22	1.0
29	COc1cc(/C=N/NC(=O)CCC(=O)NC2CCCCC2)ccc1C
 : 12	-0.7	-14	-4	8	1	112	-21	-2.1
30	COc1cccc(/C=N/NC(=O)CNC(=O)C(c2ccccc2)c2ccccc2)c1O
 : -13	-2.6	17	-9	6	8	101	-22	-0.5
31	CC(C)(C)OC(=O)N[C@@H](Cc1ccccc1)c1nnc(S(=O)(=O)Cc2ccccc2)o1
 : -10	-3.5	23	-27	x	-8	100	-19	-3.0
32	CCOc1ccsc1C(=O)OC
 : -2	-1.3	39	-3	-1	-12	102	-9	-3.0
33	COc1cc(NC(=O)CCS(=O)(=O)c2ccc3c(c2)oc(=O)n3C)cc(OC)c1
 : 3	-4.7	49	4	4	10	99	-4	-6.3
34	COc1ccc(C2CC(c3ccc(F)cc3)n3nc(NS(C)(=O)=O)nc3N2)cc1 (stereo not given)
 : 13	-0.7	-1	2	7	9	125	-37	-0.8
35	CCOC(=O)C1=NN(C(=O)c2ccc(C)cc2)C(O)(c2ccc(Cl)cc2)C1 (stereo not given)
 : 14	3.1	6	1	0	-12	100	-41	1.6
36	CC(C)(C)c1nn(-c2ccccc2)c2[nH]c(=O)c(CNc3ccc4c(c3)OCCO4)cc12
 : 9	-5.4	19	2	5	-4	104	-1	-1.7
37	CCOC(=O)N1CCN(S(=O)(=O)N2CCCC(C(=O)NCCc3ccc(OCC)c(OCC)c3)C2)CC1 (stereo not given)
 : -4	-1.8	55	-9	-2	6	99	-50	-3.3
38	Cn1nc(C(F)(F)F)c(-c2ccc(Br)cc2)c1NC(=O)c1ccco1
 : 6	-1.0	27	-10	-4	6	117	-8	-1.8
39	COc1ccc(C(=O)/C=C/Nc2ccccn2)cc1
 : -1	5.0*	12	-6	0	19	104	-8	-1.6
40	COC(=O)CCCn1nc(NC(=O)COc2ccc(F)cc2)cc1C
 : -1	-1.3	44	-6	8	-6	99	-22	-0.9
41	COc1cc(/C=N/N2C(C)CCCC2C)cc(Br)c1O (stereo not given)
 : 14	-2.4	16	-8	4	-7	99	-2	-0.7
42	COc1ccc(N2C(=O)CCC(C(=O)NCc3ccccn3)C2c2ccc(OC)c(OC)c2)cc1 (stereo not given)
 : -1	-3.5	-7	-10	7	-10	110	-3	-3.5
43	Cc1ccc(CSCC(=O)Nc2ccccc2)cc1
 : -6	-2.1	29	4	0	-1	104	-11	1.6
44	NNC(=O)c1cccc(COc2ccccc2Br)c1
 : -3	-3.2	-6	-4	3	-16	x	-8	-1.1
45	Cc1ccc(NC(=O)Cc2ccc([N+](=O)[O-])cc2)c(Br)c1
 : 16	-3.8	-12	2	7	23	109	1	-4.6
46	CSc1nn(-c2ccc(C(=O)OC(C(=O)NC(N)=O)C(C)C)cc2)c(=S)s1 (stereo not given)
 : 2	-1.5	30	0	3	13	106	-2	-1.1
47	CCN1CCN(CCCN(Cc2ccco2)C(=S)Nc2cccc(Cl)c2C)CC1
 : -12	-3.2	24	4	-3	0	96	18	0.8
48	CCN(Cc1ccccc1)C(=O)/C=C/c1ccccc1[N+](=O)[O-]
 : -2	-0.2	34	-14	-3	5	82	-13	0.1
49	Cc1ccc(NC(=O)N2CCN(c3ccccn3)CC2)cc1
 : 3	-1.3	2	-6	-6	18	98	-11	-0.3
50	CC(=O)OCCn1c2nc(=O)[nH]c(=O)c-2nc2cc(C)c(C)cc21
 : -42	10*	-32	-28	75*	60*	112	13	33*
51	Cc1c(C)c2c(OCC(=O)NCc3ccccn3)cc3c(c2oc1=O)CCC(C)(C)O3
 : -9	-3.1	29	-15	-3	40	101	-32	5.4
52	COc1ccccc1CCC(=O)Nc1ccc2c(c1)CN(CCCn1cccn1)CC2
 : -55	-2.4	18	-3	4	x	103	4	-4.3
53	COc1ccc(OC)c(-c2nc3cc4ccccc4cc3nc2-c2ccccc2)c1
 : 5	0.1	-2	-8	5	0	95	6	-1.9
54	Cc1ccc(-n2c(SCC(=O)N/N=C/C=C/c3ccccc3[N+](=O)[O-])nc3ccccc3c2=O)cc1
 : -5	1.0	-4	4	-9	-5	92	-3	0.5
55	CCN(CCNC(=O)Nc1ccc(Cl)cc1)c1ccccc1
 : 2	-0.2	33	-18	3	26	111	3	-2.7
56	O=C(OCn1nnc2ccccc2c1=O)c1cc(-c2ccccc2)nc2ccccc12
 : -4	-2.1	-6	5	-3	3	89	-3	0.2
57	CCOc1ccc(S(=O)(=O)N(C)c2ccc(OCC(=O)Nc3ccc4[nH]c(=O)[nH]c4c3)cc2)cc1
 : -13	-0.5	14	-53	2	6	97	-23	-2.0

Screening results as filed in PubChem BioAssay.

Only part of the results is shown, so the mix of outcomes need not match the whole.
